Screening results (PubChem)
Runt-SMMHC FRET = Runt domain-CBFb-SMMHC interaction inhibition | Q01196+Q13951 | Cerulean-Runt/Venus-CBFb-SMMHC FRET ratio 530/480, 1 h | inhibition, % at 20 µM | 0.74% of 220,000 active | AID 1434;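 active = mean inhibition across duplicate retests at 20 µM reaching about 50%, limit read from the data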;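 also: 0% = DMSO wells and 100% = wells with excess untagged CBFb-SMMHC; inhibitors lower the FRET ratio by blocking Runt binding to CBFb-SMMHC; some results filed as inactive read as strong as hits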
TNF necrop inh = blocks TNF-alpha induced death of Jurkat FADD-/- cells. activation (protection from cell death), % at 10 µM. 0.068% of 220,000 active. AID 463075. Jurkat FADD-/- TNF necroptosis rescue, ATP luminescence, 24 h; 0 = TNF only, 100 = no-TNF cells;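 active = activation, meaning protection from cell death, of at least 50% relative to plate controls; inactive = activation below 50%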;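 also: necroptosis triggered by 40 ng/mL TNF-alpha added together with compound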
TRPML3 agonist = human mucolipin-3 channel agonism | HEK293 TRPML3-YFP, Fluo-8 calcium fluorescence; 100% = the carbachol control signal | 0.29% of 220,000 active | Q8TDD5 | AID 1448 | activation, % at 3 µM;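 active = activation above its plate's cutoff, the mean activation of the plate's test wells plus 3 SD, cut at about 12% in these data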;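 also: 0% = DMSO only wells and 100% = carbachol wells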
Target sequence (Q8TDD5 whole entry, looked up): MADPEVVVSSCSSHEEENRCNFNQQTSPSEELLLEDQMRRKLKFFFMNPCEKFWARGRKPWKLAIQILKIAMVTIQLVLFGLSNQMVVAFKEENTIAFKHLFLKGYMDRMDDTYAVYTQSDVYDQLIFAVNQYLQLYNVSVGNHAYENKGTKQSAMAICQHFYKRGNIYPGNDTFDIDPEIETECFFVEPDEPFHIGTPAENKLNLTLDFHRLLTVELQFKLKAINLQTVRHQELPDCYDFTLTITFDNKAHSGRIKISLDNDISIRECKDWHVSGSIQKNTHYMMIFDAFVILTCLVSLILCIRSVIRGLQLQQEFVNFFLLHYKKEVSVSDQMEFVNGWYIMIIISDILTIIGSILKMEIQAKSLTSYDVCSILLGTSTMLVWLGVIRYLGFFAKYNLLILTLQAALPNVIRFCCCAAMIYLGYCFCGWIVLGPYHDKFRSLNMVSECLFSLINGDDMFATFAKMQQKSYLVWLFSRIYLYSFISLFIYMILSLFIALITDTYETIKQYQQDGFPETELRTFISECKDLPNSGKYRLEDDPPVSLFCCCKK
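Test system: HEK293 cells stably carrying human TRPML3-YFP; Doses: single dose, 3 µM final nominal compound, 0.3% DMSO final; Schedule: dye loading 1 h 37 °C then 30 min ambient, 125 s read; Technique: Fluo-8 calcium fluorescence; Benchmarks: high control carbachol 87 µM, low control DMSO.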
EBV gp42 block = EBV gp42 inhibition; inhibition, % (tested at 21.74 µM); 0.42% of 220,000 active; AID 1085; Fluorescence polarization binding assay, mP read-out; in the data active = inhibition above about 50%
Target sequence (Q1HVG2 whole entry, looked up): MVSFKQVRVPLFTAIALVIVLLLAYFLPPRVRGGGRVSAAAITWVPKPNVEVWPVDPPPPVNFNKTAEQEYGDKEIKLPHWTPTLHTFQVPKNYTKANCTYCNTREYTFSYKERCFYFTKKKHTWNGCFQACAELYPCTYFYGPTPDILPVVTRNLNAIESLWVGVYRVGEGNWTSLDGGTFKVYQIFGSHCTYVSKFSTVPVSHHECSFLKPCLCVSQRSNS
CHOP inh = blocks CHOP induction under ER stress | CHO-K1 CHOP-promoter luciferase, tunicamycin-induced, 15-18 h | inhibition, % at 10 µM | 3.8% of 220,000 active | AID 2732;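 active = compounds that reduced the stress-induced luciferase reporter signal by more than about 70% of percent inhibition, limit read from the data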;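 also: 0% = tunicamycin plus vehicle and 100% = wells without tunicamycin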
p47phox inh = p47phox (human) inhibition; P14598; p47phox/p22phox peptide binding, fluorescence polarization, 2 h; inhibition, % at 24.7 µM; 0.53% of 220,000 active;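 active = inhibition above about 30%, limit read from the data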;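 also: 0% = p47phox with labelled peptide and 100% = labelled peptide alone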
TRPN1 ag = agonists of zebrafish TRPN1 channel | HEK293 zebrafish TRPN1-YFP, Fluo-8 calcium fluorescence; 100% = response to 87 µM carbachol | activation, % at 3 µM | 0.18% of 220,000 active | AID 1424;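 active = activation above its plate's cutoff, the mean activation of test wells on that plate plus 3 SD, cut at about 19% in these data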;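 also: 0% = DMSO alone and 100% = 87 µM carbachol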
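Material: zebrafish TRPN1-YFP in HEK293 cells; Doses: single test compound dose, 3 µM nominal, 0.3% DMSO; Timing: dye loading 1 h at 37 °C, then 30 min room temperature; Technique: intracellular calcium fluorescence with Fluo-8; Benchmarks: high carbachol 87 µM, low DMSO alone.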
MDM2 E3 inh = blocks human Mdm2 ubiquitin ligase activity. 0.11% of 210,000 active. cell-based MDM2 ubiquitination luciferase reporter, 2 h; 0 = plate control, 100 = twice control, blank-subtracted. signal enhancement, % at 5 µM. Q00987. AID 1230;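 active = signal enhancement of 30% or more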;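 also: luminescence tracks abundance of the self-degrading MDM2-luciferase fusion protein; higher signal means inhibition of MDM2 E3 ligase activity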
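System: stable MDM2–luciferase fusion reporter cells / Input: 2000 cells seeded into each well / Schedule: 4 h settle plus 2 h compound, 37 °C / Compound: single-point 5 µM / Buffer or medium: cells held in DMEM / Benchmarks: control and blank well means / Evaluation: percent signal gain over controls, blank-subtracted / Measured by: luciferase luminescence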
PPC-1+TRAIL kill = kills PPC-1 cancer cells in the presence of TRAIL. PPC-1 cells + TRAIL, ATPLite viability luminescence. cell killing (% activity), % at 4 µM. 0.41% of 220,000 active. AID 1443;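 active = cell killing above 50% in the first pass at 4 µM, then a duplicate retest at 5 µM averaging 50% or more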;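 also: plate controls were cells with TRAIL plus DMSO for no effect and medium-only wells lacking cells for full effect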
* marks the source's active call; other numbers are inactive results; . = not tested or not shown.

compound,Runt-SMMHC FRET,TNF necrop inh,TRPML3 agonist,EBV gp42 block,CHOP inh,p47phox inh,TRPN1 ag,MDM2 E3 inh,PPC-1+TRAIL kill
CC(=O)NC(c1ccc([N+](=O)[O-])cc1)c1c(O)ccc2ccccc12 (centres undefined),1,-0.6,0.5,3,-18,-4,1.1,-11,23
Cc1nc(COC(=O)c2ccc(S(=O)(=O)N3CCCC3)cc2)cs1,-5,0.5,0.9,-16,7,-7,1.3,2,6
Cc1c(Oc2ccc(C(F)(F)F)cc2[N+](=O)[O-])ccc2c3c(c(=O)oc12)CCC3,44,0.8,0.2,-11,-2,-13,1.0,.,3
CCOc1cc(C(=O)Nc2ccc([N+](=O)[O-])cn2)cc(OCC)c1OCC,5,0.9,0.6,-14,21,-1,0.5,2,11
O=C(NC(=S)Nc1c(F)cc(F)cc1Br)c1ccc2c(c1)OCCO2,3,1.4,1.0,-13,-10,-9,0.8,-45,-1
Cn1cccc1Cc1nnc(SCC(=O)Nc2ccc3c(c2)OCO3)n1CCc1ccccc1,3,1.4,-0.3,6,34,-12,-0.1,-16,27
O=C1CCc2ccc(NS(=O)(=O)c3ccc(F)cc3)cc2N1,-2,-2.7,0.1,-18,-6,18,-0.2,2,13
Cc1ccc(O)c(C=Nc2cc(C)ccc2O)c1,-3,1.5,0.5,-16,27,4,0.4,.,20
COc1ccc(-n2ncc3c(NCc4ccccn4)ncnc32)cc1,1,0.4,0.5,-3,0,2,1.8,-16,25
CC1Cn2c(nc3sc4c(c3c2=O)CCC4)N1CCO (centres undefined),-4,1.1,0.6,3,5,-14,1.2,-7,28
Cc1nnc(C)n1/N=C/c1ccc(C(C)C)cc1,0,-1.3,0.3,6,1,-5,0.7,-11,-4
O=C(NNS(=O)(=O)c1ccccc1[N+](=O)[O-])c1cccnc1,0,4.3,0.6,-16,-8,1,-0.4,-4,2
C=CCN(CC=C)C(=O)c1ccccc1NC(=O)c1ccccc1C,-3,-1.4,0.0,-18,9,-9,-0.5,1,27
CN(CC(O)COc1ccc(OCC(O)CN(C)C2CCCCC2)cc1)C1CCCCC1 (centres undefined),4,0.2,1.0,-11,22,-17,1.3,-9,23
CCOC(=O)C1C(c2cccc(Cl)c2Cl)NC(=O)NC1(O)C(F)(F)F (centres undefined),0,0.0,0.5,-6,55,-6,-0.1,-15,-1
C/C(CC(=O)Nc1cc(C)ccn1)=N\NC(=O)COc1cccc(C)c1,2,-3.7,0.5,-10,2,-2,0.1,-8,6
Cc1noc(NC(=O)c2ccccc2)c1C#N,-6,-2.9,0.9,-10,-1,0,1.1,0,20
COc1ccccc1N1CCN(C(=O)CCc2ccc(S(=O)(=O)NCC(C)C)cc2)CC1,5,-0.7,1.1,-22,22,-7,0.5,-10,41
CC(=O)Nc1ccc(S(=O)(=O)Nc2ccc(S(=O)(=O)N3CCCC3)cc2)cc1,-1,-0.1,1.2,-21,13,2,-0.5,1,-14
O=C(CC1c2ccccc2Oc2ccccc21)NCc1ccco1,1,-2.8,-0.8,-22,16,-9,-2.5,-15,11
CC(=O)O/N=C/c1c(N2CCOCC2)n(C)c2ccccc12,6,-10,0.0,-9,23,-7,0.8,-13,32
Nc1nc(-c2ccccn2)nc(N)c1Cc1c(F)cccc1Cl,1,-1.2,0.7,19,71*,-5,1.5,-12,27
CC1(C(=O)NC2CCCCCC2)CCC(=O)N1Cc1ccc2c(c1)OCO2 (centres undefined),2,0.0,0.1,-8,16,-1,1.6,-9,1
COc1ccc(C2CC(c3cccs3)=NN2c2ccc(C=O)cc2)cc1 (centres undefined),73*,0.6,17*,49,29,-148,29*,-10,22
CCCn1c(=S)[nH]c2cc(C(=O)N3CCc4ccccc43)ccc2c1=O,-1,-1.4,1.5,-38,24,2,0.2,-20,-6

4 of the entries above in order of the Runt-SMMHC FRET value, rising:
| SMILES | Runt-SMMHC FRET |
| --- | --- |
| O=C1CCc2ccc(NS(=O)(=O)c3ccc(F)cc3)cc2N1 | -2 |
| O=C(NNS(=O)(=O)c1ccccc1[N+](=O)[O-])c1cccnc1 | 0 |
| O=C(NC(=S)Nc1c(F)cc(F)cc1Br)c1ccc2c(c1)OCCO2 | 3 |
| CCOc1cc(C(=O)Nc2ccc([N+](=O)[O-])cn2)cc(OCC)c1OCC | 5 |

Single records, from the list above. Values in the order: Runt-SMMHC FRET, TNF necrop inh, TRPML3 agonist, EBV gp42 block, CHOP inh, p47phox inh, TRPN1 ag, MDM2 E3 inh, PPC-1+TRAIL kill
O=C(NC(=S)Nc1c(F)cc(F)cc1Br)c1ccc2c(c1)OCCO2 as listed: 3, 1.4, 1.0, -13, -10, -9, 0.8, -45, -1
CN(CC(O)COc1ccc(OCC(O)CN(C)C2CCCCC2)cc1)C1CCCCC1 (centres undefined) as listed: 4, 0.2, 1.0, -11, 22, -17, 1.3, -9, 23

The listing picks up, starting 2 compounds before the break.
Fields – Runt-SMMHC FRET, TNF necrop inh, TRPML3 agonist, EBV gp42 block, CHOP inh, p47phox inh, TRPN1 ag, MDM2 E3 inh, PPC-1+TRAIL kill
> COc1ccc(C2CC(c3cccs3)=NN2c2ccc(C=O)cc2)cc1 (centres undefined)
  73*, 0.6, 17*, 49, 29, -148, 29*, -10, 22
> CCCn1c(=S)[nH]c2cc(C(=O)N3CCc4ccccc43)ccc2c1=O
  -1, -1.4, 1.5, -38, 24, 2, 0.2, -20, -6
> Cc1cc(N(C)C)c(C#N)c(N2CCCCC2)n1
  4, -0.1, 0.7, -13, 24, 3, 0.2, -6, -1
> CC1CCCC/C1=N\NC(=S)NCCc1ccccc1 (centres undefined)
  3, 0.7, 0.8, -6, 27, 1, -0.3, -12, 3
> CCC(=O)N/N=C/c1ccc(-c2ccc(Cl)cc2)o1
  -2, 1.8, -0.7, -16, 0, -7, -3.1, 6, 0
> COc1ccc(CC(=O)Nc2cccc(-c3nnc(-c4ccco4)o3)c2)cc1
  -3, -5.8, 0.2, -24, 59, 2, 0.7, -23, 3
> CCCC(O)(CCC)C(=O)NN(C(=O)OC)c1ccccc1
  2, 0.0, 0.0, -7, 14, -3, 0.8, -18, -2
> CCn1c(CNC(=O)COc2ccc(C(C)C)cc2)nnc1SCC(=O)NC1CCCCC1C (centres undefined)
  -5, 0.2, 0.4, -9, 29, -3, -0.1, -8, 14
> CC(=O)N1CC=CC1(C)C(=O)NCc1cc(F)cc(C(F)(F)F)c1 (centres undefined)
  -5, 1.0, 0.2, -18, 0, -19, 2.2, ., 19
> CN(CCc1ccccn1)c1ncnc2[nH]ncc12
  0, -0.1, -0.1, 3, 6, -3, 0.1, 3, -35
> COc1ccc(C(=O)NCCSCc2ccccc2)cc1OC
  4, 2.0, 0.1, 18, -4, -6, -0.3, -12, 0
> NC(N)=NS(=O)(=O)c1ccc(NC(=S)NC(=O)/C=C/c2cccs2)cc1
  -16, 1.3, 0.0, -5, -16, -53, 0.8, 3, 5
> CC(=O)Nc1ccc(NC(=O)CC2Nc3cccc4cccc(c34)NC2=O)cc1 (centres undefined)
  -22, -14, 0.0, -10, -10, 5, -0.3, -15, 10
> CC(C)S(=O)(=O)N1CCCC(C(=O)c2cccc(Cl)c2)C1 (centres undefined)
  -1, -0.5, 0.0, -17, 7, 6, -1.9, -20, 13
> CNC1(C(N)=O)CCNCC1
  0, 1.0, 0.9, -7, -12, -10, 2.2, ., -20
> COc1ccc(CC(=O)NNS(=O)(=O)c2ccc(F)cc2)cc1OC
  0, 1.1, 1.2, -2, 0, -9, 0.7, -6, 14
> CCC(C(=O)NNC(=O)c1cnccn1)c1ccccc1 (centres undefined)
  3, 0.3, 1.2, -21, 20, -9, 0.5, 10, -17
> COc1ccc(S(=O)(=O)NCc2c(-c3ccccc3)noc2C)c(OC)c1
  1, 3.1, -0.1, 4, 0, -4, 2.4, -7, 13
> O=C(CCSc1ccccc1Cl)Nc1cccc([N+](=O)[O-])c1
  -5, 3.0, 0.3, 1, -4, 1, 0.2, 9, 9
> O=C(Cc1cccs1)N1CCN=C1SCc1ccc(F)cc1
  2, 8.8, 1.0, -15, 9, -10, -1.4, -15, 11
> CCOC(=O)Nc1ccc(S(=O)(=O)N2CCOCC2)cc1
  0, 0.0, -0.3, -6, 11, -4, 0.5, -17, 13
> COc1cc(C(C)=O)ccc1COc1ccc(C(=O)OCC(=O)NC2CCS(=O)(=O)C2)cc1OC (centres undefined)
  -2, 2.1, 0.3, -15, 10, -15, 2.1, 13, 21
> CCCCNCc1cc2ccccc2o1
  2, 0.9, -0.4, 13, -1, 9, 0.4, -55, -10
> Cc1ccc(S(=O)(=O)N2CC3(C)CN(S(=O)(=O)c4ccc(C)cc4)CC(C)(C2)C3=O)cc1
  4, -0.1, 0.1, -5, 6, -58, -0.6, 0, 20
> Nc1nc(SCC(=O)Nc2c(Br)cc([N+](=O)[O-])cc2Br)n[nH]1
  4, 0.3, 0.5, 1, -7, -4, 0.2, 12, 4
> Cc1ccc(C(=O)N(CN2CCCC2=O)c2ccc(F)cc2)cc1
  0, -2.0, -1.2, -10, -13, -7, 0.0, -11, 12
> O=C1CN(C(=O)c2cc([N+](=O)[O-])ccc2Cl)C(c2ccccc2)c2cc(F)ccc2N1 (centres undefined)
  1, 1.1, 0.4, -16, -21, -52, 0.5, -13, -2
> CCc1ccc2[nH]c(=O)c(CN(CCCO)C(=O)NCc3ccccc3)cc2c1
  1, -0.3, 0.0, -22, 0, -3, 0.9, -10, -12
> O=C(CSc1nnc(-c2ccccc2)o1)OCc1ccccc1
  0, -2.0, 0.5, 3, 10, -28, -0.9, -13, -2
> CCCOc1ccc(-c2nnn(CC(=O)c3c[nH]c4ccccc34)n2)cc1
  3, 1.6, 0.7, -53, 85*, -93, 0.2, -7, 21
> Cc1cccc(-n2cc(CN3CCN(C(=O)c4ncn[nH]4)CC3)c(-c3cccc(F)c3)n2)c1
  -10, 2.2, -0.3, 14, 5, -8, 1.9, 1, 2
> O=C(CCS(=O)(=O)c1cccc2nsnc12)NC1CCCCCC1
  -2, 0.4, 3.9, 1, 18, -3, 0.4, -10, 1
